High-throughput results deposited in PubChem by several laboratories.
Ba/F3 V617F tox: loss of viability in JAK2V617F-driven Ba/F3 cells. 220,000 compounds, 1.1% hits. inhibition, % at 5.6 µM. Ba/F3 EpoR-JAK2V617F viability, ATP luminescence;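 active = inhibition above the campaign mean plus 3 SD over all tested compounds, cut at about 24% in these data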;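 also: cytokine-independent growth of Ba/F3 cells driven by EpoR plus mutant JAK2; 0% = DMSO-treated cells and 100% = JAK inhibitor I control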
S1P4 antag: antagonists of human S1P4 receptor | O95977 | S1P4-expressing cells, antagonist mode, reporter read-out | inhibition, % at 4.98 µM | 220,000 compounds, 0.26% hits | AID 1510; in the data active = inhibition above about 29%;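 also: 0% = wells stimulated with agonist and 100% = vehicle wells without agonist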
Target sequence (O95977 whole entry, looked up): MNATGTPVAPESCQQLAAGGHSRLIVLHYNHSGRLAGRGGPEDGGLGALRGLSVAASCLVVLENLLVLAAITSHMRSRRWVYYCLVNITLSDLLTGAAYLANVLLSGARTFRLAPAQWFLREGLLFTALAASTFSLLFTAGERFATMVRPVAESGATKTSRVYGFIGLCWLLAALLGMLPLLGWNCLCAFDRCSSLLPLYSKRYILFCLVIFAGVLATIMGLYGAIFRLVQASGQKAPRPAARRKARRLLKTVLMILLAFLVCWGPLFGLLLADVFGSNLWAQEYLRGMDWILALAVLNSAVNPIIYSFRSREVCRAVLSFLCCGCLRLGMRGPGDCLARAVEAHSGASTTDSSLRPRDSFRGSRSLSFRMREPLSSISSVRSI
S1P4 ag: human S1P4 receptor agonism. O95977. AID 1509. 220,000 compounds, 0.35% hits. S1P4-expressing cell line, agonist reporter assay. activation, % at 4.98 µM; in the data active = activation above about 11%;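 also: 0% = DMSO vehicle and 100% = reference agonist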
RBBP9 inhibitor: human RBBP9 hydrolase inhibition; O75884; recombinant RBBP9, FP-Rh probe fluorescence polarization; inhibition, % at 7.94 µM; 220,000 compounds, 0.2% hits; AID 1515;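 active = inhibition above the campaign mean of all tested compounds plus 3 SD, cut at about 14% in these data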;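 also: plate controls were DMSO wells with RBBP9 for no effect and wells lacking RBBP9 protein for full effect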
Target sequence (O75884 whole entry, looked up): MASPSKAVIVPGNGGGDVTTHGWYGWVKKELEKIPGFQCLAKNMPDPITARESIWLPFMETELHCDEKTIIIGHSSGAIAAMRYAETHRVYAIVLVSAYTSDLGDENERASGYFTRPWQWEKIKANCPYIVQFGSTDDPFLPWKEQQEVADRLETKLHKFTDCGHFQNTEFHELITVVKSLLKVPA
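System: RBBP9 protein / Buffer or medium: Tris/NaCl buffer pH 8.0 with 0.1% Pluronic / Probe or stimulus: Serine-hydrolase probe FP-Rh, 375 nM pre-mixing / Dosing: 7.94 µM single dose, 0.794% DMSO / Times: enzyme-compound preincubation 30 min, then probe labeling 45 min, 25 °C / Technique: fluorescence polarization (mP), excitation 525 nm, emission 598 nm / Replication: singlicate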
Runt-CBFb FRET: blocks binding of human RUNX1 Runt domain to CBFb. Q01196+Q13951. Cerulean-Runt/Venus-CBFb FRET ratio 530/480, 1 h. inhibition, % at 20 µM. 220,000 compounds, 0.46% hits. AID 1496;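 active = inhibition over about 50% at 20 µM in the single-dose screen, limit read from the data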;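 also: 0% = DMSO wells and 100% = excess unlabeled CBFb competitor control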
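Assay system: Cerulean-Runt domain / Medium: Tris 50 mM pH 7.5, KCl, K2SO4, 0.01% BSA / Timing: protein complex preformed 1 h, compound exposure 1 h, room temperature, dark / Measured by: FRET, excitation 422 nm, emission at 530 and 480 nm / Evaluation: loss of energy transfer signal / Control set: 5 µM unlabeled CBFb as full-inhibition high control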
NPY-Y1 antag: antagonists of human neuropeptide Y receptor Y1 | HEK293-CNG Y1 cells, membrane potential fluorescence; NPY at EC95, then isoproterenol | inhibition, % at 3.6 µM | 200,000 compounds, 1% hits;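 active = inhibition above the campaign mean inhibition of all tested compounds plus 3 SD, cut at about 20% in these data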;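 also: 0% = DMSO wells given NPY plus isoproterenol and 100% = isoproterenol alone without NPY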
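material = HEK293 cells with Y1 receptor plus CNG channel | also added = NPY 25 nM then isoproterenol 1 µM plus Ro 20-1724 25 µM | schedule = dye 3 h, compound 60 min room temperature, stimulation 45 min | measured by = membrane potential fluorescence | benchmarks = high control isoproterenol alone, low control NPY with isoproterenol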
NPY2 pot ag: human NPY-Y2 potentiation or agonism, primary screen. P49146. cells expressing NPY-Y2, potentiator/agonist read-out. activation, % at 3.6 µM. 220,000 compounds, 0.45% hits. AID 1359; in the data active = activation above about 27%;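 also: cells stimulated with NPY near EC25 plus isoproterenol at EC100; 0% = vehicle plus submaximal agonist and 100% = vehicle plus saturating agonist; some results beyond the cut were filed as inactive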
Target sequence (P49146 whole entry, looked up): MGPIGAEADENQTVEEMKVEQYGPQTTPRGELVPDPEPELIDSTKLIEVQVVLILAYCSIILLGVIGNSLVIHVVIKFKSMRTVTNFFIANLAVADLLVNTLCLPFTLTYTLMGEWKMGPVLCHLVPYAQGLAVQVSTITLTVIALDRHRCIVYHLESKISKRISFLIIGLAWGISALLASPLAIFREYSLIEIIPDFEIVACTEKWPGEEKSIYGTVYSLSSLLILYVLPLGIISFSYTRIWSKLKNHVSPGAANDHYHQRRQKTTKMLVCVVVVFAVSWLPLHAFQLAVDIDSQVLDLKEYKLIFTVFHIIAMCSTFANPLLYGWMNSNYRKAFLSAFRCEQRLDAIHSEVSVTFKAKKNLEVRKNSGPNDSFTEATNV
NPY1 pot ag: potentiators or agonists of human neuropeptide Y receptor Y1. activation, % at 3.6 µM. AID 1304. P25929. 220,000 compounds, 0.37% hits. NPY-Y1 expressing cells, potentiator/agonist activation; in the data active = activation above about 33%, passing the limit was not always enough;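 also: cells stimulated with NPY at EC10 then isoproterenol at EC100; 0% = low agonist plus stimulus and 100% = saturating agonist plus stimulus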
BaF3 parental: counter-screen for JAK2V617F inhibitors: parental Ba/F3 viability inhibitors | CellTiter-Glo ATP luminescence | inhibition, % at 5.6 µM | 220,000 compounds, 1.1% hits;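 active = inhibition above a per-campaign cutoff, the mean inhibition of all tested compounds plus 3 SD, cut at about 27% in these data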;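 also: 0% = DMSO wells and 100% = JAK Inhibitor I control wells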
Starred values were filed as active, the others as inactive; x = no result given. Compounds were not picked by outcome, and some 3.6% of all compounds hit somewhere here.

nr	SMILES	BaF3 parental	NPY-Y1 antag	NPY1 pot ag	Runt-CBFb FRET	RBBP9 inhibitor	NPY2 pot ag	Ba/F3 V617F tox	S1P4 antag	S1P4 ag
1	COc1ccccc1NC(=S)NNC(=O)c1c(Cl)c(C)nn1C	5	2	-18	0	-6	-10	5	8	-0.8
2	CCOC(=O)c1[nH]c(C)c(C(=O)OCC(=O)N2CCCCC2C)c1C (configuration not stated)	6	-2	1	-1	-8	17	3	-13	0.1
3	CCOC(=O)C1CCN(C(=O)COc2ccc([N+](=O)[O-])cc2)CC1	-2	1	7	1	-3	3	-3	-13	-2.2
4	O=C(/C=C/c1ccc(Cl)cc1)NC(=S)Nc1ccc(N2CCOCC2)c(Cl)c1	6	5	-4	3	2	-4	2	-6	3.0
5	COc1ccc2nc(NCc3ccccc3)[nH]c2c1	6	6	3	1	-9	-9	1	10	0.9
6	COc1cccc(C(=O)COc2cccc(NC(=O)c3ccco3)c2)c1	3	3	1	-1	1	-3	-2	-16	0.2
7	CCOC(=O)Cc1c(C)nc2cc(-c3ccc(Cl)cc3)[nH]n2c1=O	1	-8	3	4	-5	-9	-2	-15	0.2
8	O=C(O)Cc1ccc2oc(-c3cccnc3)nc2c1	4	-5	-13	0	0	-5	1	-14	0.0
9	Cc1nn(C)c(Cl)c1CN1CCC(CO)(CCOc2ccccc2)CC1	8	2	13	2	4	5	1	14	-1.8
10	CS(=O)(=O)N(Cc1ccccc1)c1ccccc1C(=O)Nc1ccccc1C(=O)NCc1ccco1	3	-2	9	-1	-2	8	-7	9	-1.3
11	COc1ccc(CSc2nncn2N)cc1[N+](=O)[O-]	6	-3	-7	2	-7	11	-2	-4	3.1
12	CCc1cccc(NC(=O)c2cc(S(=O)(=O)N(C)C)ccc2N2CCCC2)c1	7	4	-1	-2	4	-3	1	-9	0.2
13	COc1cccc(C2C(C(=O)Nc3cccnc3)=C(C)Nc3nnnn32)c1OC (configuration not stated)	2	-2	3	4	-6	10	-4	-10	0.1
14	Fc1ccc(N2CCN(C(c3cccs3)c3nnnn3CCc3ccccc3)CC2)cc1 (configuration not stated)	4	4	14	-1	-6	4	-5	-21	-1.4
15	CC(=O)Nc1cccc2ncccc12	0	-3	-7	-1	-1	6	-5	-15	-0.3
16	CCC(C(=O)NC1CCCC1)N(C(=O)Cn1nnc(-c2ccc(C)o2)n1)c1cnc2ccccc2c1 (configuration not stated)	5	-2	-3	1	-8	4	5	-4	1.2
17	CC(C)Oc1ccc(CNC(=O)CC(c2ccccc2)c2cc(Cl)ccc2O)cc1 (configuration not stated)	5	-3	18	1	-17	26	5	-9	1.5
18	Cc1ccc(C(=O)N2CCn3c(C)ccc3C2C)cc1 (configuration not stated)	3	-1	18	-1	-4	5	-2	-12	2.1
19	N=c1c2ccccc2nnn1-c1ccc(C(F)(F)F)cc1	3	0	-13	0	-10	-4	0	-1	-0.2
20	O=C(CNC(=O)c1ccc([N+](=O)[O-])cc1)c1ccccc1	2	5	-2	-4	1	-4	-1	-4	-2.8
21	Cc1ccccc1SCCNC(=O)c1ccccc1Br	7	9	5	-1	-5	-3	0	-3	-0.1
22	Cc1ccc(C2=NN(C(=O)COc3ncnc4ccccc34)C(c3ccco3)C2)cc1 (configuration not stated)	4	-3	-6	-6	-8	5	-1	-6	1.6
23	O=C(N/N=C/c1coc2ccccc2c1=O)c1cccc([N+](=O)[O-])c1	5	5	5	1	-5	-14	-2	-9	-0.8
24	C(=C1/CCCC2=C1Nc1ncnn1C2c1ccccc1)/c1ccccc1 (configuration not stated)	54*	3	13	-1	1	10	55*	20	-1.6
25	CC1(C(=O)NC(=S)N(CCC#N)c2ccccc2)CC1(Cl)Cl (configuration not stated)	1	1	22	3	4	7	-3	18	-4.3
26	CC(C)n1c2ccccc2c2nnc(SCC(=O)OCN3C(=O)c4ccccc4C3=O)nc21	2	4	4	-1	-2	7	0	1	1.7
27	CCc1cc2c(=O)c(-c3ccc(F)cc3)c(C(F)(F)F)oc2cc1OCC(=O)O	3	0	-2	-1	3	-17	-3	4	-1.0
28	O=C(CC1CCCCC1)NCc1nc(-c2ccccc2)no1	0	x	-20	-2	-9	-16	-2	0	1.8
29	O=C(c1ccco1)N1CCN(c2ccc(Cl)cc2)CC1	5	-4	-6	1	-4	6	-1	8	-0.6
30	CCCS(=O)(=O)Nc1c(C(=O)O)[nH]c2ccc(OC)cc12	0	x	35	0	-3	7	-5	-5	-0.9
31	Cc1ccccc1C(=O)NNC(=S)NC(=O)c1cccnc1	4	3	-13	15	-5	-5	1	-11	1.1
32	COc1ccc(N(CC(=O)NCc2cccs2)S(=O)(=O)c2c(C)n[nH]c2C)cc1	2	-6	-35	0	-5	-11	-2	-8	0.2
33	CCN(CC)C(=O)Oc1ccc2c(=O)c(-c3ccc(OC)cc3)c(C)oc2c1	4	3	11	-4	-6	10	-2	-21	2.5
34	CN1CCN(/N=C/c2cccc(Cl)c2Cl)CC1	7	-1	-12	-2	-5	-5	-2	-25	3.2
35	CC(C)CSc1n[nH]c(=S)s1	5	-8	1	30	-2	2	-4	4	0.2
36	COc1ccc(CNC(=O)C2CCN(c3nccs3)CC2)cc1	1	4	-9	1	-4	-14	2	-22	1.6
37	O=C(CNCC1CCCO1)NCc1ccco1 (configuration not stated)	7	-1	12	1	-10	0	-1	-13	1.0
38	Cc1nc(Nc2ccc3c(c2)OCCO3)c2nnn(Cc3ccccc3Cl)c2n1	6	1	10	0	-5	4	-2	-6	0.9
39	Cn1ccnc1C(=O)C1CCCN(Cc2cn[nH]c2-c2ccc(-c3ccccc3)cc2)C1 (configuration not stated)	1	4	-20	0	-7	1	2	-9	0.7
40	CCN(CC)S(=O)(=O)c1cccc(NC(=O)c2ccc(Br)cc2)c1	8	2	-5	-1	-17	-17	0	-11	-0.7
41	CC1Cc2cc(-c3csc(NC(=O)Cc4cccs4)n3)ccc2N1S(C)(=O)=O (configuration not stated)	5	15	14	1	-15	44*	1	1	-0.2
42	O=C(c1ccc2c3c(cccc13)CC2)C1CCCN(Cc2ccc(OCCO)cc2)C1 (configuration not stated)	5	0	-42	1	-3	-14	0	-8	-0.7
43	O=C(Cn1ncc2c(=O)oc3ccccc3c21)NCC1COc2ccccc2O1 (configuration not stated)	0	4	-8	0	2	0	-3	-16	-1.1
44	Cc1ccc(S(=O)(=O)N2CCOCC2)cc1C(=O)Nc1nc(-c2cccnc2)cs1	8	3	5	0	-12	-16	5	-5	-1.5
45	O=C(c1cc(-c2ccco2)on1)N1CCN(C(c2ccccc2)c2ccccc2)CC1	9	4	-2	-4	-7	-19	-1	14	-0.4
46	CN(C)/C=C1\SC(=S)N(c2ccc(F)cc2)C1=O	3	x	10	3	-8	-3	-2	7	-0.3
47	Cc1cc(C(=O)COc2ccc3ccc(=O)oc3c2)c(C)n1Cc1cccs1	8	-4	-19	27	-9	-3	3	-27	3.5
48	Cc1ccc(/C=N/N2CCN(c3ccc(Cl)cc3)CC2)o1	5	-4	-19	3	5	3	2	-14	0.4
49	O=C(O)C1C2C=CC(O2)C1C(=O)Nc1ccc(S(=O)(=O)N2CCc3ccccc32)cc1 (configuration not stated)	2	1	4	2	-1	11	1	1	0.2
50	CC(C)C[C@H](NC(=O)c1nc[nH]c1C(=O)NC(c1ccccc1)c1ccccc1)C(=O)OC(C)(C)C	-4	-5	-4	-2	-15	5	5	3	-0.7
51	CCc1ccc(Oc2nnnn2-c2ccc(C(N)=O)cc2)cc1	1	-7	17	1	7	8	-1	7	0.8
52	CCOC(=O)c1c(NC(=O)c2nn(CC)cc2Br)c(C#N)cn1-c1ccccc1	2	7	-31	1	-6	6	2	-16	1.8
53	CCN(CC)C(=O)Cn1cc(C(=O)C(=O)N2CCc3ccccc32)c2ccccc21	3	5	3	-4	-3	-4	-1	0	0.5
54	NC(=O)CSc1nnc(Cc2ccc3c(c2)OCO3)o1	2	2	-11	1	-13	-4	3	-7	0.6
55	CCOC(=O)C1(Cc2ccc(OC)cc2)CCN(C(=O)CCN2CCCC2=O)CC1	1	-1	-8	0	-3	2	-3	-2	0.8
56	O=C(Cn1c2ccccc2c(=O)c2ccccc21)N/N=C/c1cc([N+](=O)[O-])ccc1N1CCCCCC1	7	-1	0	-44	-7	-1	-3	-3	0.5
57	CCCc1nc2sc3ccccc3c(=O)c2c(=O)n1CCOC	9	4	9	-1	-8	-27	1	0	-0.9
58	NCCSC1CC(=O)N(Cc2ccc(F)cc2)C1=O (configuration not stated)	4	5	13	3	-4	-2	1	4	2.1
59	O=C(Nc1ccc(Cl)c(S(=O)(=O)N2CCOCC2)c1)c1ccccc1-c1ccc(C(F)(F)F)cc1	6	8	1	-1	-12	4	3	2	-1.6
60	O=C(NC(=S)NCCN1CCOCC1)c1ccccc1Br	6	1	17	-1	-7	6	-1	-7	0.3

Following part:
nr	SMILES	BaF3 parental	NPY-Y1 antag	NPY1 pot ag	Runt-CBFb FRET	RBBP9 inhibitor	NPY2 pot ag	Ba/F3 V617F tox	S1P4 antag	S1P4 ag
61	CC(=O)c1sc(-c2ccc(F)cc2)cc1NS(=O)(=O)c1ccccc1	-1	x	-9	3	-5	1	-4	-10	1.3
62	CC(OC(=O)CCc1nc2ccccc2c(=O)[nH]1)C(=O)NC1CCCC1 (configuration not stated)	-3	1	-3	2	-2	3	-2	3	0.8
63	CCc1ccc(OCC(O)CN2CCN(c3ccccc3)CC2)cc1 (configuration not stated)	-1	4	-8	-3	-7	-4	0	-4	0.7
64	O=C(CN(c1ccc(F)cc1)S(=O)(=O)c1ccc2c(c1)OCCO2)NCC1CCCO1 (configuration not stated)	6	-7	-6	0	3	9	-3	-8	-1.1
65	O=C(Nc1ccccc1)C1=C[C@H](c2ccccc2)C[C@H](OCc2ccc(CO)cc2)O1	0	3	-6	-2	-4	-4	0	2	-0.6
66	CC1CCCN(C(=O)C2(NC(=O)Nc3cccc(F)c3)CCCCC2)C1 (configuration not stated)	0	-3	10	0	0	4	-3	9	-1.5
67	O=C(c1ccc(C(F)(F)F)cc1)n1ccc(-c2cccs2)n1	-4	x	11	-2	6	-7	-1	3	-0.3
68	CCNc1nc(NCC)nc(OCCNS(=O)(=O)c2ccccc2)n1	2	x	4	-3	5	-9	0	-23	0.4
69	Cc1nn(CC(=O)Nc2ccc(S(=O)(=O)N(C)C)cc2)c(C)c1[N+](=O)[O-]	-2	6	-9	0	2	-8	-2	-6	-0.8
